Source: PubChem (Broad Institute)
FN deposit inh = inhibitors of fibronectin matrix deposition, primary screen, AH1F cells, Alexa488-fibronectin fluorescence, plate reader | AID 743247, 2014 | AH1F fibroblasts, overnight | 350,000 compounds, 0.086% hits | inhibition, % at 12.6 µM;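 active = mean inhibition across replicates of 30% or more, regardless of how many single replicates reach that level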;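 note: positive control wells lacked labelled fibronectin entirely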
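Assay system: AH1F fibroblasts / Quantity: 10000 cells per well / Medium: DMEM plus 2% serum, read in PBS / Reagent: labelled fibronectin 24 nM / Dosing: single dose, pinned / Times: 1 h cell attachment, overnight exposure to compound and label / Signal: fluorescence, ex 485 nm, em 525 nm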
miR-122 sensor = miR-122 Renilla sensor signal increase in Huh7, primary screen, miR-122 inhibitor project, cell-based, single point, plate reader. AID 602342, 2012. Huh7 miR-122 Renilla luciferase sensor, 48 h; neutral wells = 0, positive control = 100. 340,000 compounds, 0.3% hits. activation (reporter increase), % at 12.5 µM;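 active = mean replicate activation score at least 90 and every replicate individually at or above 90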;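 note: higher luciferase means less miR-122 activity so hits act as miR-122 inhibitors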
PglD inh = C. jejuni PglD acetyltransferase inhibitors, primary screen, biochemical, DTNB colorimetric, single point; UDP-N-acetylbacillosamine N-acetyltransferase PglD (Campylobacter jejuni); purified PglD enzyme, DTNB colorimetric CoA detection; inhibition, % at 12.5 µM; 360,000 compounds, 0.098% hits; AID 602405, 2012; in the data active = inhibition above about 16%, passing the limit was not always enough; note: strong numbers were not always called active
PGC1a acetyl inh = inhibitors of PGC1a acetylation signal, primary screen, cell-based, U2OS, AlphaScreen, inhibitor mode. AlphaScreen anti-acetyl-lysine; with virally co-expressed GCN5 acetyltransferase. inhibition, % at 15.6 µM. 350,000 compounds, 0.17% hits;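 active = every replicate shows inhibition of at least 40%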;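 note: 0% = neutral control wells and 100% = positive control wells; some results beyond the cut were filed as inactive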
Statin myotox sup = suppressors of statin myotoxicity in C2C12 myotubes, primary screen, cell-based, single point, plate reader; C2C12 myotubes + simvastatin, ATP luminescence, 48 h; scaled: DMSO 0, geranylgeraniol control 100; rescue of ATP level, % at 7.49 µM; 330,000 compounds, 0.78% hits; AID 602340, 2012;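 active = mean ATP rescue above about 67%, or every replicate alone reaching that limit, limit read from the data, passing the limit was not always enough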;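 note: myotubes were challenged with 10 µM simvastatin during compound exposure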
GSIS activator = GLuc luminescence reporter in INS-1E cells, primary screen for activators of glucose-dependent secretion of insulin | INS-1E GLuc reporter insulin secretion, 2-3 h | activation, % at 16.6 µM | 370,000 compounds, 0.61% hits | AID 743287, 2014;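 active = lowest replicate activation of at least 40%, so every replicate reaches that level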;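 note: 0% = median of neutral control wells and 100% = median of IBMX positive control wells; some compounds called inactive have numbers as strong as hits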
Cneo AK release = Cryptococcus neoformans cell lysis inducers, primary screen, AK release luminescence, single concentration; C. neoformans lysis, adenylate kinase release luminescence, 4 h; normalised: neutral wells 0, clomiphene wells 100; lysis activity, % at 15 µM; 360,000 compounds, 0.2% hits; AID 651654, 2012;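 active = mean lysis activity across replicates of at least 80%, whatever share of replicates individually reach that level; inactive = mean lysis activity below 80%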
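Signal: Adenylate kinase release luminescence | Assay system: Log-phase Cryptococcus neoformans yeast cells | Input: Cells at 5 × 10^6 per mL | Buffer or medium: Fresh YPD growth medium | Compound: Single dose | Schedule: Static 4 h at 37 °C with compound, 1 h detection | Controls: Clomiphene | Read-out: Luminescence rise reflecting yeast cell lysis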
F508del corr = F508del CFTR correction, initial screen, CFBE line, single point | CFBE cells, YFP halide quenching; stimulated with forskolin plus potentiator P3; % fluorescence drop versus neutral controls | activity (quench increase), % at 7.58 µM | 350,000 compounds, 0.36% hits | AID 720511, 2013;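 active = mean added fluorescence quench of at least 8% versus neutral control, with both replicates also reaching 8%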;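 note: cells transiently co-express mutant CFTR-F508del with the halide-sensitive YFP; corrector assay measuring rescue of mutant channel to the surface after 24 h compound exposure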
Numbers without * were called inactive; nt = no result given; [ ] = dose if it differs, or a comment. Compounds were not picked by outcome (roughly 2.1% active in at least one column).

SMILES	FN deposit inh	miR-122 sensor	PglD inh	PGC1a acetyl inh	Statin myotox sup	GSIS activator	Cneo AK release	F508del corr
COc1ccc(S(=O)(=O)N(C)C[C@@H]2Oc3ccc(NC(=O)CCCCCC(=O)Nc4ccccc4N)cc3CC(=O)N([C@H](C)CO)C[C@H]2C)cc1	nt	-6.6[16.7 µM]	2.2	-13.7	2.1	-1.1	2.4	-1.6
CNC[C@H]1Oc2ccc(NC(=O)Cc3cn(C)c4ccccc34)cc2CC(=O)N([C@H](C)CO)C[C@@H]1C	nt	-3.0[16.7 µM]	0.9	-6.1	-22.8	8.4	5.5	2.1
C[C@H](CO)N1C[C@H](C)[C@@H](CN(C)C(=O)Cc2ccccc2)Oc2ncc(-c3ccc(F)cc3)cc2C1=O	nt	4.6[16.7 µM]	1.4	-18.1	7.9	-10.5	-0.6	-1.3
COc1ccc(-c2nc(NC(C)=O)sc2-c2ccc(OC)cc2)cc1	-8.4	nt	0.4	-6.8	nt	nt	-0.9	-1.5
Cc1noc(C(=O)N(C)c2ccccc2)c1Cl	-1.4	1.5	-3.5	-3.8	-1.0	1.7	-0.2	-2.6
Cc1ccccc1/C=N/NC(=O)c1sccc1C	-10.8	-1.6	1.4	3.6	nt	-0.8	-2.2	nt
COc1ccc2cc(CCNC(=O)c3ccc(Br)o3)c(=O)[nH]c2c1	-3.4	3.9	-0.6	1.3	9.0	-14.9	-0.5	2.7
Cc1cc2c(cc1S(=O)(=O)Nc1c(C)cccc1C)n(C)c(=O)c(=O)n2C	-0.7	2.1	1.7	4.1	-6.8	0.1	0.0	1.4
O=S(=O)(NCCOc1ccccc1Cl)c1ccc2oc3ccccc3c2c1	-10.7	12.8	3.7	-11.3	24.1	nt	-1.3	nt
CNC[C@H]1OCCCC[C@H](C)Oc2ccc(NC(=O)Nc3c(C)noc3C)cc2C(=O)N([C@@H](C)CO)C[C@@H]1C	nt	-2.1[16.7 µM]	nt	-2.4	53.0	6.7	nt	-0.2

By substructure, the entries above with a furan ring, fused or not.
SMILES	FN deposit inh	miR-122 sensor	PglD inh	PGC1a acetyl inh	Statin myotox sup	GSIS activator	Cneo AK release	F508del corr
COc1ccc2cc(CCNC(=O)c3ccc(Br)o3)c(=O)[nH]c2c1	-3.4	3.9	-0.6	1.3	9.0	-14.9	-0.5	2.7
O=S(=O)(NCCOc1ccccc1Cl)c1ccc2oc3ccccc3c2c1	-10.7	12.8	3.7	-11.3	24.1	nt	-1.3	nt

Next section.
SMILES	FN deposit inh	miR-122 sensor	PglD inh	PGC1a acetyl inh	Statin myotox sup	GSIS activator	Cneo AK release	F508del corr
CCOC(=O)C1(CCOc2ccccc2)CCN(Cc2ccc(O)c(OC)c2)CC1	-3.7	-2.9	4.8	18.3	43.6	-13.8	1.7	2.1
C[C@@H]1CN([C@@H](C)CO)C(=O)c2cc(NS(=O)(=O)c3ccc(F)cc3)ccc2O[C@@H](C)CCCCO[C@H]1CN(C)S(=O)(=O)c1cn(C)cn1	0.5	5.5[16.7 µM]	-1.4	nt	-0.5	22.1	-1.7	-1.0
COc1ccc(-c2nnc(SCc3ccccc3F)o2)cc1OC	nt	-2.0	-3.7	-4.5	-2.3	nt	-1.7	nt
COc1cccc(OC)c1C(=O)OCC(=O)NCCNC(=O)COC(=O)c1c(OC)cccc1OC	nt	4.6	-3.0	3.1	4.4	-4.4	3.1	-3.2
CCCC(=O)N1CCC1(C)C(=O)Nc1ccccc1-c1ccccc1 (stereo not given)	8.5	10.0	-7.2	nt	10.8	nt	-1.9	-1.5
CCOc1ccc(NC(=O)NCCN2C(C)CCCC2C)cc1 (stereo not given)	7.2	-5.3	9.5	-0.7	-20.5	nt	-1.1	nt
Cc1nn(C)c(C(=O)N/N=C/c2ccccn2)c1[N+](=O)[O-]	4.6	-2.5	3.1	nt	3.2	0.9	-1.5	0.6
Cc1ccc(S(=O)(=O)N(C)C[C@H]2OCCCC[C@H](C)Oc3ccc(NC(=O)Nc4cccc5ccccc45)cc3C(=O)N([C@H](C)CO)C[C@@H]2C)cc1	-11.3	-5.7[16.7 µM]	3.2	-13.5	nt	38.3	1.0	-2.2
CCOC(=O)C1C2C=CC3(O2)C1C(=O)N(Cc1ccccc1)C3C(=O)NCc1ccccc1 (stereo not given)	nt	nt	0.7	-7.1	nt	nt	-2.8	-1.1
COc1ccc(CN2CCN(S(=O)(=O)c3ccc(C)cc3)CC2)cc1Br	-3.8	-2.5	-0.6	-3.6	10.9	nt	-3.4	nt
C[C@H](CO)N1C[C@H](C)[C@H](CN(C)Cc2ccncc2)Oc2c(NC(=O)c3cnccn3)cccc2C1=O	4.5	30.7[16.7 µM]	-1.4	2.7	-56.2	23.2	-1.8	4.5
O=C(CN1CCN(c2ccccn2)CC1)Nc1cc(F)ccc1F	-1.4	nt	-3.0	nt	4.7	-4.6	-0.5	-1.9
O=C(C[C@H]1CC[C@H]2[C@@H](COC[C@H](O)CN2C(=O)C2CC2)O1)NCc1ccncc1	-2.9	-1.3[16.7 µM]	-3.2	-1.8	-6.6	15.2	-1.8	-1.9
Cn1c(NCCOc2ccccc2Cl)nc2cc(-c3ccc(F)cc3)sc2c1=O	1.9	nt	8.9	nt	nt	-0.5	-2.1	-2.6
CCC(C)(C)C1CCc2c(sc(NC(=O)c3cccs3)c2C(N)=O)C1 (stereo not given)	-0.3	2.9	-1.2	-3.0	-37.3	0.8	-0.7	nt
COCCNC(=O)Cn1nc(C(F)(F)F)c(Cl)c1C	nt	2.3	11.7	-19.8	-16.9	nt	3.5	nt
C[C@@H]1CCCCO[C@@H](CN(C)C(=O)NC2CCCCC2)[C@H](C)CN([C@H](C)CO)C(=O)c2cc(NS(=O)(=O)c3ccc(F)cc3)ccc2O1	-4.9	-5.1[16.7 µM]	-0.3	-0.5	nt	-27.3	-4.1	3.6
O=C(c1ccccn1)N1CC(=O)N2[C@H](CO)[C@H](c3ccc(C4=CCCC4)cc3)[C@@H]2C1	-14.2	nt	nt	4.6	nt	-3.0	nt	-1.3
O=C(CSc1ncccn1)NC1CCS(=O)(=O)C1 (stereo not given)	14.9	-4.1	1.2	-0.7	nt	12.8	6.6	1.1
c1ccc2c(N3CCCCCC3)nc(-c3ccncc3)nc2c1	nt	0.7	-0.5	-26.9	-45.3	nt	7.3	nt
Cc1noc(C)c1NC(=O)N(C)C[C@H]1Oc2ncc(C#CCC(C)C)cc2C(=O)N([C@@H](C)CO)C[C@@H]1C	nt	-3.4[16.7 µM]	5.2	2.1	21.1	4.4	-1.2	0.3
O/C(=C\c1ccc2ccccc2n1)c1ccncc1	4.6	0.6	-3.6	1.5	-3.1	20.8	0.3	0.9
O=C(CSc1ccc(-c2cccnc2)nn1)Nc1ccccc1	nt	-3.6	-3.3	1.5	4.0	91.1	0.6	-3.1
O=C1CCC([N+](=O)[O-])C(c2ccccc2Cl)N1 (stereo not given)	2.5	1.5	0.5	-19.0	2.0	nt	-1.6	nt
O=C(CSc1nc(Cc2ccccc2)nc2ccccc12)c1ccc2c(c1)OCCO2	nt	0.1	-4.9	-11.1	-10.5	1.2	0.5	nt
COc1cccc(CNc2ccc(F)c(Cl)c2)c1OC	nt	nt	-5.3	-14.1	18.7	-17.5	-2.3	-1.2
C[C@@H]1CN([C@@H](C)CO)C(=O)Cc2cc(NC(=O)C3CC3)ccc2O[C@@H]1CN(C)C(=O)Nc1ccc2c(c1)OCO2	nt	2.7[16.7 µM]	3.2	-12.2	-17.7	8.3	-5.7	0.7
O=C(N/N=C/C=C/c1ccccc1)c1ccccn1	0.9	nt	nt	-1.7	-1.7	17.3	nt	-0.8
CN(CC#CCC(c1ccccc1)c1ccccc1)C(C)(C)C	0.6	-2.5	4.0	15.2	-17.3	-0.9	-0.5	nt
[N-]=[N+]=NC[C@H](Cc1ccccc1)N1CC[C@@H](O)CCC1=O	-1.5	2.0	-7.7	nt	1.3	4.3	5.9	-0.2
COc1ccc(NC(=O)N(C)C[C@@H]2Oc3ccc(NS(=O)(=O)c4cn(C)cn4)cc3CC(=O)N([C@H](C)CO)C[C@@H]2C)cc1	-18.6	5.5[16.7 µM]	1.2	-16.9	33.0	-3.7	-0.5	2.2
Cc1cc2nc(-c3cccc(Br)c3)c(CC(C)(C)C)n2c(C)c1Br	14.6	2.9	-4.0	-21.4	11.6	-5.3	-2.1	1.5
COc1ccc(-c2cc(N3C(=O)Nc4ccccc4N3O)n[nH]2)c(OC)c1	nt	16.5	-4.7	-9.8	nt	-9.0	0.1	1.6
Cc1cc(NC(=O)c2c(F)cccc2F)n(-c2nc3ccccc3[nH]2)n1	nt	0.7	-1.1	-0.6	7.6	-25.1	1.9	nt
COc1ccc(NC(=O)N(C)C[C@@H]2OCCCC[C@H](C)Oc3ccc(NC(=O)NC(C)C)cc3C(=O)N([C@H](C)CO)C[C@@H]2C)cc1	nt	4.4[16.7 µM]	3.3	-8.3	nt	15.6	-1.2	-2.4
O=C(NNC(=O)C(O)(c1ccccc1)c1ccccc1)C1CC1	-0.2	-2.0	nt	-8.5	nt	-3.4	nt	-1.4
Cc1ccc(S(=O)(=O)CCC(=O)NCc2ccco2)cc1	nt	-5.1	-1.9	-7.6	-18.9	nt	0.3	nt
C[C@@H]1CN([C@H](C)CO)C(=O)c2cccc(NC(=O)c3nc4ccccc4s3)c2O[C@@H]1CN(C)Cc1ccc(-c2ccccc2)cc1	nt	-3.3[16.7 µM]	-1.9	25.3	nt	-19.3	3.2	2.3
C/C(CC(=O)NCc1ccco1)=N\NC(=O)Cc1cccc2ccccc12	nt	0.6	-2.7	14.2	-2.7	nt	-1.0	nt
O=C(NC1CCCCC1)NC1CCN(C(=S)NCc2ccco2)CC1	1.5	-2.8	-5.1	-12.5	13.0	0.4	3.7	nt
C/C=C/c1ccc2c(c1)O[C@@H](CN(C)Cc1ccccc1)[C@@H](C)CN([C@H](C)CO)S2(=O)=O	-4.9	1.2[16.7 µM]	-2.3	-10.8	-20.5	-33.1	3.8	5.3
Cc1ccc(NNC(=O)c2ccno2)cc1Cl	5.0	10.8	8.8	9.2	nt	nt	15.1	-1.1
COc1ccccc1/C=C1/C(=O)N(c2cc(C)cc(C)c2)C(c2cccc([N+](=O)[O-])c2)S1(=O)=O (stereo not given)	-0.3	1.5	3.6	12.7	-1.8	-20.8	4.0	nt
COc1ccc(/C=C/C(=O)c2ccccc2O)cc1CN1CCOCC1	nt	-9.1	-14.7	-0.6	-2.4	nt	-1.8	nt
O=C(CCNc1ccc(F)cc1)c1ccco1	nt	nt	2.2	nt	7.5	-0.8	-1.7	nt
O=C(c1ccc(-c2ccccc2)cc1)C1CCCN(C(=O)Cn2cncn2)C1 (stereo not given)	-2.4	3.1	nt	-11.7	nt	-29.5	nt	-4.7
O=S(=O)(NCCO)c1ccc2c(c1)Cc1cc(S(=O)(=O)NCCO)ccc1-2	nt	-12.7	-10.6	4.0	7.0	15.3	7.9	-1.0
CS(=O)(=O)N1CCc2ccccc2C1	nt	2.4	-3.4	-16.2	2.8	nt	-2.0	nt
